TWEAK-Fn14 inh = inhibitors of TWEAK-Fn14 signaling, primary screen, luciferase reporter cells, uHTS | actives 2% (n = 360,000) | inhibition, % at 10 µM | TWEAK-stimulated Fn14 reporter cells, luciferase luminescence, 8 h | AID 1159606, 2016; in the data active means inhibition above about 50%
aDG glyco up = activators of alpha-DG glycosylation, primary screen, uHTS, Pro5-aDG cells, AlphaScreen; alpha-DG glycosylation AlphaScreen (IIH6); 0% Pro5, 100% B10-LARGE cell signal; activation, % at 10 µM; actives 0.22% (n = 360,000);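 active means activation of at least 8% versus controls, or a plate z-score of at least 8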;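 further: Pro5 are CHO cells carrying HIG-tagged alpha-DG that lacks glycosylation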
MITF TRPM1 inh = inhibitors of MITF-dependent TRPM1 promoter reporter, primary screen, cell-based, SK-MEL-5, single point, luciferase. AID 488899, 2010. SK-MEL-5 TRPM1 promoter luciferase, 24 h. actives 0.83% (n = 330,000). inhibition, % at 12.5 µM;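 active means mean inhibition across replicates of 60% or more, whatever share of single replicates reaches that level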; further: values of inactives mirror those of a sister screen read the other way
hiPSC survival = enhancers of single-cell hiPSC survival, primary screen, ATPlite luminescence; 100% = ROCK inhibitor wells, 0% = DMSO; survival enhancement, % at 20 µM; actives 0.044% (n = 360,000); AID 602274, 2012; in the data active means survival enhancement above about 18%;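 further: cells exposed to compounds for 16 hours before the ATP read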
HIF-2a block = HIF-2a reporter inhibitors, primary screen, luminescence, 786-0 RCC cells; 786-0 RCC cells HIF-2a reporter, luciferase luminescence, overnight; inhibition, % at 18.8 µM; actives 0.72% (n = 360,000); AID 624352, 2012;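 active means inhibition of the luminescence signal of 40% or more relative to plate controls, in a single-dose primary screen at 18.75 µM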
Shn3 inh set2 = reduction of Shn3 3'UTR firefly luciferase signal, primary screen, Schnurri-3 inhibitor project, cell-based, Clone20 osteoblasts, set 2 | inhibition, % at 12.5 µM | Clone20 osteoblast Shn3 3'UTR firefly luciferase, 24 h | actives 0.52% (n = 360,000);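 active means mean inhibition of at least 75% with every replicate also reaching 75%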;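 further: 0% = median of neutral control wells and 100% = pilot-screen positive control compound; some compounds past the cut are filed as inactive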
NR2E3 ag-1 = NR2E3 agonists in two-hybrid cells, primary screen, cell-based, luminescence, CHO-S, Gal4-NCOR/VP16-NR2E3; Photoreceptor-specific nuclear receptor (Homo sapiens), Q9Y5X4; actives 0.35% (n = 360,000); inhibition of corepressor binding, % at 3.98 µM; AID 602229, 2012; luciferase;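 active means inhibition above the mean of all tested compounds plus 3 SD, cut at about 70% in these data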;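 further: 0% = DMSO with NR2E3 transfected cells and 100% = cells lacking NR2E3 construct; higher means lower luciferase signal from less NR2E3 corepressor binding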
Target sequence (Q9Y5X4 whole entry, looked up, the tested form may be a part): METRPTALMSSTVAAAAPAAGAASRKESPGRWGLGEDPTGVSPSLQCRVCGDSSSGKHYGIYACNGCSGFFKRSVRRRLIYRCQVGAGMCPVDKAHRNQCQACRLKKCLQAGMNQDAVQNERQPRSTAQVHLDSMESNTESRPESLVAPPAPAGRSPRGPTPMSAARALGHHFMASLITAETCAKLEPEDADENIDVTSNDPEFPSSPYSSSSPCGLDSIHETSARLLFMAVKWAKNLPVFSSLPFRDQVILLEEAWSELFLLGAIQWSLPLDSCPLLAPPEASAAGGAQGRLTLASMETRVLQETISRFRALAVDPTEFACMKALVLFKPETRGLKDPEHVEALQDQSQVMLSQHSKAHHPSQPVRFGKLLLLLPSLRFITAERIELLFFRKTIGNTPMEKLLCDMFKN
CF NFkB inh = inhibitors of PAF-induced NF-kB signaling, primary screen, cell-based, GFP fluorescence, uHTS. KKLEB NF-kB-GFP reporter, GFP fluorescence overnight. inhibition, % at 5 µM. actives 0.86% (n = 360,000). AID 588850, 2011;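 active means at least 50% inhibition at 5 µM, scaled per plate between neutral and stimulator controls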;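 further: PAF is a Pseudomonas aeruginosa culture filtrate used as stimulus; plate controls were PAF-stimulated DMSO wells for no effect and unstimulated DMSO wells for full effect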
Peg3 promoter = Peg3 promoter-driven luciferase inhibitors, primary screen, cell-based, HeLa, luciferase luminescence; HeLa PEG-Prom luciferase reporter, overnight; inhibition, % at 20 µM; actives 1.7% (n = 360,000);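 active means inhibition of at least 50% at 20 µM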
KKLEB tox = cytotoxicity in KKLEB CF airway cells, primary screen, cytotoxicity control for CF NF-kB inhibitor project, cell-based, uHTS, fluorescence assay plates; AID 602141, 2011; KKLEB CF airway cells viability, ATPlite luminescence, overnight; active compounds read low; cells stimulated with P. aeruginosa culture filtrate; actives 0.36% (n = 360,000); activity change (cytotoxicity), % at 5 µM;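 active means corrected activity change at or below -50% at 5 µM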
NR2E3 ag-2 = inhibitors of NR2E3-RetCOR corepressor binding, primary screen, NR2E3 agonist project, biochemical, TR-FRET, GST-NR2E3, biotin-RetCOR. 1536-well. inhibition of corepressor binding, % at 4.78 µM. actives 0.12% (n = 320,000). AID 2300, 2010. Photoreceptor-specific nuclear receptor (Homo sapiens), Q9Y5X4;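 active means percent inhibition above the cutoff of mean plus 3 SD of all tested compounds, set per screening campaign, cut at about 20% in these data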;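 further: 0% = DMSO wells and 100% = biotin wells as full block of FRET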
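Test system: GST-NR2E3 and biotin-RetCOR proteins | Quantity: 1.35 nM GST-tagged NR2E3 final | Medium: Tris pH 7.5 | Also added: 7 nM biotin-RetCOR | Dosing: Compound at 4.8 µM, single dose | Timing: 5 h at 4 °C | Detection: Time-resolved FRET | Read-out basis: Percent inhibition | Benchmarks: Biotin wells as high control, 0.6% DMSO wells as low control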
Numbers without * were called inactive; · = not tested or not shown; & = joins results of further samples.

SMILES	TWEAK-Fn14 inh	aDG glyco up	MITF TRPM1 inh	hiPSC survival	HIF-2a block	Shn3 inh set2	NR2E3 ag-1	CF NFkB inh	Peg3 promoter	KKLEB tox	NR2E3 ag-2
O=C(NN=Cc1ccccc1O)NN=Cc1ccccc1O	35	0.8	23	-1.9	-71	70	-20	22	-34	-7	·
O=C(NCCCCNC(=O)c1ccc(F)cc1)c1ccc(F)cc1	18	0.0	-6	-0.3	29	15	11	-5	8	-11	2
CN(C)CCN[C@H]1CCC2C3CC=C4C[C@@H](O)CC[C@]4(C)C3CC[C@@]21C (some centres undefined)	-26	2.1	29	-4.1	8	8	-1	9	12	-19	·
CCC(C)NC(=O)C1CCN(S(=O)(=O)CC)CC1 (centres undefined)	28	0.1	-1	2.3	17	10	-27	5	3	6	2
CCC(=O)N1CCc2cc(Br)cc(S(=O)(=O)N3CCCCCC3)c21	19	0.1	2	1.6	28	2	-15	-1	16	-11	-2
O=c1[nH]c(CSc2ccccn2)nc2c1cnn2-c1ccccc1	2	0.4	-26	-1.9	-114	-18	-34	1	-78	-2	0
O=C(CSc1ncnc2c1oc1ccccc12)Nc1nc2ccccc2s1	-40	-0.2	15	-0.8	21	1	-23	46	56*	-34	15
CCCc1nnc(NC(=O)CCC(=O)N2CCN(C3c4ccccc4-c4ccccc43)CC2)s1	-16	-0.1	3	0.3	1	6	-38	5	3	-7	0
C[C@H]1CN([C@@H](C)CO)C(=O)CCCn2nncc2CO[C@@H]1CN(C)S(=O)(=O)c1ccc(Oc2ccccc2)nc1	3	-0.1	·	-0.7	7	3	0	-5	-4	5	·
O=C(NC(=S)Nc1ccccc1N1CCOCC1)c1ccc(Br)cc1	-23	1.1	14	0.0	-18	8	-27	10	22	-15	-1
O=C(Cc1cccc([N+](=O)[O-])c1)Nc1ccc(C(=O)N2CCOCC2)cc1	-4	0.2	-2	3.0	-2	7	-15	0	5	1	·
CCOc1cc(/C=N/NC(=O)c2cc(-c3cccc(OC)c3)nc3ccccc23)ccc1O	78*	0.2	·	-0.3	-19	71	-6	-3	-4	-2	2
FC(F)(F)c1cccc(-c2ccc(-c3csnn3)o2)c1	-10	0.1	-40	1.9	-184	-45	-31	-32	-125	14	-1
O=C(/C=C/c1cccs1)Nc1nc(-c2ccccc2)cs1	41	-0.1	-39	-1.9	-469	-18	-34	-78	-215	8	-1
O=C(NCCn1cc(SCc2ccc(F)cc2)c2ccccc21)c1c(F)cccc1F	38	0.6	-4	0.6	-23	-2	16	-5	14	1	5
COc1ccc2c(c1)CC1c3c(cc4c(c3-2)OCO4)CC[N+]1(C)[O-] (centres undefined)	-57	0.0	4	2.8	8	-23	-8	-179	-16	-2	0
CCC(=O)Nc1nc(C)c(Oc2ccccc2)c(=O)[nH]1	2	0.0	14	-2.0	15	-18	-14	-13	18	19	-2
Cc1ccc(C(=O)N/C(=C/c2cccnc2)C(=O)N2CCCCCC2)cc1	-6	-0.3	17	-0.4	7	-2	-13	-23	8	10	0
Cc1ccc(/C=N/NC(=O)c2ccco2)s1	4	0.2	-44	-0.7	-174	-102	-88	0	-124	7	-2
COc1ccc(CN2CCCCC2C(=O)Nc2ccc(OC)c(OCC(C)C)c2)cc1OC (centres undefined)	-22	0.0	-11	-1.5	16	-3&15	-18	0	10	5	-3
CC(C)[C@H](NC(=O)[C@@H]1CSC2c3ccccc3C(=O)N21)C(=O)NCc1ccco1 (some centres undefined)	-1	0.5	12	0.2	1	-3	-23	-20	16	6	5
Oc1ccccc1-c1cc(-c2ccccc2Cl)[nH]n1	37	-0.2	-53	-2.1	-144	-60	-196	-12	-173	-6	-2
CC[C@]12c3[nH]c4cc(-c5ccco5)ccc4c3CCN1C(=O)[C@@H](CC(=O)NCCC1=CCCCC1)C[C@@H]2C(=O)N1CCN(C(=O)c2ccco2)CC1	-1	0.2	22	3.2	8	13	10	-37	-2	4	·
COc1ccc(C(=O)NCc2csc(C)n2)cc1OC1CCN(C(C)=O)CC1	2	0.3	-1	1.0	3	-7	-3	14	2	2	1

Some of the entries above, reformatted.
SMILES | TWEAK-Fn14 inh | aDG glyco up | MITF TRPM1 inh | hiPSC survival | HIF-2a block | Shn3 inh set2 | NR2E3 ag-1 | CF NFkB inh | Peg3 promoter | KKLEB tox | NR2E3 ag-2
CC(C)[C@H](NC(=O)[C@@H]1CSC2c3ccccc3C(=O)N21)C(=O)NCc1ccco1 (some centres undefined) | -1 | 0.5 | 12 | 0.2 | 1 | -3 | -23 | -20 | 16 | 6 | 5
Oc1ccccc1-c1cc(-c2ccccc2Cl)[nH]n1 | 37 | -0.2 | -53 | -2.1 | -144 | -60 | -196 | -12 | -173 | -6 | -2

(more compounds)
SMILES	TWEAK-Fn14 inh	aDG glyco up	MITF TRPM1 inh	hiPSC survival	HIF-2a block	Shn3 inh set2	NR2E3 ag-1	CF NFkB inh	Peg3 promoter	KKLEB tox	NR2E3 ag-2
O=C(CCSc1ccc(Cl)cc1)NCc1ccncc1	20	-0.1	4	-0.4	13	-13	-18	-8	26	-9	0
CCn1c(COc2cccc3cccnc23)nnc1SC(F)F	3	0.0	-15	1.8	-10	4	32	-2	-4	-5	1
Cc1nc2c(Cl)cccc2c2c1CC(CBr)O2 (centres undefined)	19	-0.1	2	0.2	9	13	-45	13	11	-8	0
COc1cc(C(=O)OCCNC(=O)c2ccccc2)cc(OC)c1OC	-9	0.0	3	-0.5	11	-10	-3	-7	32	3	2
COc1ccc(S(=O)(=O)NCc2ccncc2)cc1NC(=O)c1ccccc1	12	0.1	21	1.1	-3	27	-1	-24	2	4	2
CC(C)c1nnc(SCC(=O)NC2CCCCC2)n1C	43	0.1	-6	-0.3	-3	-6	-12	9	8	-8	4
Cn1cnc([N+](=O)[O-])c1Oc1ccc2ccccc2c1	47	4.7*	15	-2.5	-38	-75	13	26	33	-5	1
CCCn1c(SCC(N)=O)nc2c(c1=O)C1(CCCC1)Cc1ccccc1-2	13	0.0	4	-0.9	25	·	-26	10	5	-15	1
C[C@@H]1C[C@@H]2O[C@H]2/C=C\C=C\C(=O)Cc2c(Cl)c(O)cc(O)c2C(=O)O1	91*	-0.1	72*	-4.6	-3	87*	23	60*	28	-9	0
O=c1c(-c2ccccc2Cl)c[nH]n1-c1ccccc1	-13	0.0	0	-0.8	-22	-15	-44	-8	-33	-5	-4
Cc1csc(NC(=O)c2cc([N+](=O)[O-])cc([N+](=O)[O-])c2)n1	1	0.0	16	-1.4	-14	9	17	0	-23	-4	3
COC(=O)N/N=C(\C)c1cccs1	-3	-0.2	-4	0.8	-4	-8	-25	-10	-3	3	1
Cc1ccc(NC2=C(Cl)C(=O)OC2NC(=O)c2ccccc2)cc1 (centres undefined)	-1	-0.1	-2	1.3	15	8	-3	-2	16	0	-2
CS(=O)(=O)Nc1ccc(C(=O)N2CC(=O)Nc3ccccc32)cc1	4	0.1	-11	-0.4	3	-6	-36	15	0	-15	·
CSCCC(NC(=O)COc1ccccc1)C(=O)N(C)Cc1ccc(SC)cc1 (centres undefined)	13	0.1	-2	0.7	8	4	-14	-6	6	9	-1
CN1CC(C(=O)Nc2ccc(F)c(Cl)c2)CC1=O (centres undefined)	-3	-0.1	1	-0.6	18	-17	-18	3	7	7	1
COc1ccc(-n2c(=S)[nH]c(=O)c3cccnc32)cc1	-1	-0.1	-1	-0.4	-11	-2	-25	10	8	2	-2
Cc1ccc2nc(SCC(=O)NCCc3ccccc3)nc(=O)n2c1	9	-0.1	-13	-0.5	6	1	-9	-18	0	-6	-1
O=C(O)c1ccc(-n2nc(C(F)(F)F)c3c2CCCC3)cc1	4&8	-0.3&0.1	5&5	1.1&-2.9	-7&-4	-4&2	-50&4	-9&2	-8&6	24&-7	4&-1
Fc1ccccc1-c1nc(-c2ccc(Cl)cc2)no1	14	-0.5	-48	1.0	-246	-64	-41	-4	-290	-18	5
COc1ccc(OCC(=O)Nn2c(-c3ccc(C)cc3)nc3ccccc3c2=O)cc1	72*	0.2	-6	0.9	0	-19	-6	-1	2	-7	0
CCNc1nc(NCC)n2c(SCC(=O)Nc3ccc(C)cc3Br)nnc2n1	1	-0.2	4	6.2	10	10	19	1	8	14	·
Nc1nonc1-n1nnc(C(=O)N/N=C/c2ccc(OCc3cccc(Cl)c3)cc2)c1CN1CCCCC1	3	1.3	-113	0.3	-55	-48	-77	27	-219	-25	-3
Cc1ccc(S(=O)(=O)N(C)CC(=O)NC2CC(C)(C)NC(C)(C)C2)cc1	4	-0.1	4	7.1	19	-26	0	-15	12	-8	-4
CCNc1ccc(S(=O)(=O)N(C)C)cc1NCC(=O)Nc1ccc(Br)cc1F	5	0.6	-3	-0.2	6	42	9	0	12	1	-3
O=C1CN(S(=O)(=O)c2ccc(Cl)cc2)c2ccccc2N1	16	-0.1	-4	-0.6	16	2	3	4	18	-7	2
CCOC(=O)CNC(=O)N1CCCC(C(=O)c2ccc3c(c2)OCO3)C1 (centres undefined)	9	-0.3	14	-3.3	15	0	-9	-6	8	0	0
CC(O)CNc1ncnc2cc(-c3ccc(F)cc3)sc12 (centres undefined)	-23	-0.1	-85	-0.5	-177	-51	-107	6	-175	5	3
C=COCCNC(=S)N1CCOCCOCCN(C(=S)NCCOC=C)CCOCC1	23	0.1	1	-0.5	10	4	-1	-18	10	5	-1
O=c1c2ccccc2oc2nc(-c3ccco3)n(-c3ccccc3)c(=O)c12	-4	-0.3	3	2.4	-44	-16	0	-25	-46	10	-2
Cn1ccc2c(-c3ccc(C(F)(F)F)cc3)cc3c(c21)C1CCC3O1 (centres undefined)	13	-0.1	·	2.3	13	-23	5	1	8	-26	·
C/C(Cc1ccccc1)=N\NC(=O)CNC(=O)c1cccc(Cl)c1	12	0.0	3	-0.8	13	-10	18	-6	-6	4	-3
O=C(NCC1CCN(C(=O)c2cccc([N+](=O)[O-])c2)CC1)c1cccc([N+](=O)[O-])c1	-1	-0.1	9	0.0	10	5	-20	10	10	-6	3
CCN1C(=O)c2ccccc2S(=O)(=O)c2ccc(C(=O)NCCOC)cc21	20	-0.2	3	0.3	18	-23	1	5	12	-6	3
Cc1ccc2nc(SCC(=O)NCc3ccc(F)cc3)[nH]c2c1	10	0.2	13	-0.4	9	0	22	-4	-8	-2	-2
